CatB mixtures – cathepsin B inhibitors from pooled compounds, primary screen, biochemical, compound mixtures, AMC fluorescence; 0.06% of 62,000 active; Purified cathepsin B, AMC dipeptide fluorescence; inhibition, %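 (ten-compound pools at 5 µM per compound and 50 µM total)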; P07858; in the data active = inhibition above about 22%, passing the limit was not always enough;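 note: 0% = enzyme without compound and 100% = no enzyme blank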
Ec RNAP inh – E. coli RNAP inhibitors, biochemical; DNA-directed RNA polymerase subunit beta (Escherichia coli (strain K12)), P0A8V2; E. coli RNA polymerase, fluorescence transcription assay; inhibition, %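 (tested at 10 µM)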; 0.2% of 62,000 active; in the data active = inhibition above about 20%;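 note: 0% = enzyme without compound and 100% = no enzyme blank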
AP complement – alternative complement pathway inhibitors, primary screen, biochemical, ELISA, human serum, orthogonally pooled compounds. LPS-coated ELISA, C3 deposition; tested in compound mixtures. inhibition, % at 5 µM. 0.08% of 62,000 active;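 active = inhibition above 30% in each of the two pooled mixtures holding the compound, so the lower value exceeds 30%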;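 note: 0% = serum in Mg-EGTA without compound and 100% = EDTA serum blank; some compounds past the cut are filed as inactive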
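Assay system: human serum alternative complement pathway, C3 deposition on LPS-coated wells; Dosing: 5 µM per compound in ten-compound mixtures; Detection: Anti-C3 ELISA, OD 450 nm; Buffer or medium: Mg2+-EGTA GVB++ buffer containing human serum at 1:15 dilution; Timing: 1 h at 37 °C; Replication: two different pools per compound.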
CatG inh – human cathepsin G inhibitors, primary screen, biochemical, pooled compound mixtures, AMC fluorescence; inhibition, % at 5 µM (by protocol); 0.2% of 62,000 active; purified enzyme, AMC-tetrapeptide fluorescence; P08311;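 active = inhibition above 20% in each of the two mixture wells holding the compound; inactive = inhibition of 20% or less in either well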;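 note: 0% = enzyme control without mixture and 100% = blank lacking enzyme; strong numbers were not always called active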
FXIa mix inh – FXIa protease inhibitors in compound pools, primary screen, biochemical, 10-compound mixtures; AID 680, 2007; purified FXIa, fluorogenic substrate, pooled mixtures; Coagulation factor XI (Homo sapiens), P03951; inhibition, % at 5 µM; 0.19% of 62,000 active; in the data active = inhibition above about 20%, passing the limit was not always enough;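 note: each value is inhibition by a whole ten-compound pool holding the compound; 0% = enzyme with no mixture and 100% = wells lacking enzyme; strong numbers were not always called active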
C1s inh – complement C1s protease inhibitors, primary screen, biochemical, 10-compound mixtures. purified C1s, fluorogenic AMC substrate, pooled mixtures. mean inhibition % of two 10-compound mixtures (hits give high values), % at 5 µM (by protocol). 0.16% of 62,000 active. AID 538, 2006;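 active = inhibition above 20% in each of the two 10-compound mixture wells holding the compound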;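 note: 0% = enzyme wells lacking compound mixture and 100% = no-enzyme blank wells; some compounds called inactive have numbers as strong as hits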
Target sequence (P09871 16-437 limits assumed): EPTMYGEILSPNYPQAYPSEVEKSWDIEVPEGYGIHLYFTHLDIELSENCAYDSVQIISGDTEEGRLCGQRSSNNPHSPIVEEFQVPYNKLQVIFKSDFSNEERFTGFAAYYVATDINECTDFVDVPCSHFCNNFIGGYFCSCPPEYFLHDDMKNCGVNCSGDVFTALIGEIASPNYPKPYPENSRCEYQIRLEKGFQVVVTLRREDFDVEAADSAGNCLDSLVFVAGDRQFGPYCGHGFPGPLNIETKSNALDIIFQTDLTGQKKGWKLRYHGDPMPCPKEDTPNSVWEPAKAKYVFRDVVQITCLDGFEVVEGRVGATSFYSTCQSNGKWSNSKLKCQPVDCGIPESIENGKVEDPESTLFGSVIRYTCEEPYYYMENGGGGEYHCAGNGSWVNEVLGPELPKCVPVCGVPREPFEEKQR
Target sequence (P09871 438-688 limits assumed): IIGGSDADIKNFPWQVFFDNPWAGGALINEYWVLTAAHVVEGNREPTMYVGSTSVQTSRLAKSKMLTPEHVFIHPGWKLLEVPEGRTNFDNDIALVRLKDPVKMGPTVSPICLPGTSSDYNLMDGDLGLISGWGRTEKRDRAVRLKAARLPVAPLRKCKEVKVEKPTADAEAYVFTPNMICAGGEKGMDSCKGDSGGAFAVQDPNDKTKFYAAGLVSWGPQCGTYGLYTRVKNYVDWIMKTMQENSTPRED
CatB inh – human cathepsin B inhibitors, primary screen, biochemical, fluorogenic substrate. P07858. purified cathepsin B, fluorescence. inhibition, %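 (tested at 10 µM)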. 0.1% of 63,000 active. AID 453, 2006; in the data active = inhibition above about 21%;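 note: 0% = enzyme with no compound and 100% = no enzyme blank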
CatL inh – inhibitors of human cathepsin L, biochemical; 0.17% of 58,000 active; inhibition, %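 (tested at 10 µM)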; purified cathepsin L, fluorogenic substrate, fluorescence; Procathepsin L (Homo sapiens), P07711; in the data active = inhibition above about 45%;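 note: 0% = enzyme with no compound and 100% = no enzyme blank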
CatS inh – inhibitors of human cathepsin S, biochemical, compound mixtures. recombinant cathepsin S, AMC dipeptide fluorescence, pooled mixtures. inhibition, %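 (tested at 5 µM per compound within 10-compound mixtures)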. 0.06% of 62,000 active. AID 501, 2006; in the data active = inhibition above about 32%, passing the limit was not always enough;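 note: 0% = enzyme without compound and 100% = blank without enzyme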
Target sequence (P25774 115-331 limits assumed): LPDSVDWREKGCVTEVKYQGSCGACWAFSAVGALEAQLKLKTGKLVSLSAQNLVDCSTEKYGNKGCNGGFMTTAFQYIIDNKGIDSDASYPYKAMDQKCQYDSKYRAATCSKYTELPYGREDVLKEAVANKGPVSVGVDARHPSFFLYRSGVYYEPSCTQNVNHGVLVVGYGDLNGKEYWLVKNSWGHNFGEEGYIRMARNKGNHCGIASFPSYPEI
* hit, by the source's call; / = not tested or not shown. A portion of the library; count on the stated rates, not on these rows.

SMILES,CatB mixtures,Ec RNAP inh,AP complement,CatG inh,FXIa mix inh,C1s inh,CatB inh,CatL inh,CatS inh
c1ccc2c(c1)nnn2Cc1nnc2sc(-c3ccncc3)nn12,-3,0,-7,3,6,0,-1,-1,5
CCN(CC(=O)NC1CCCCCC1)S(=O)(=O)c1ccccc1,6,-2,-15,-10,0,-65,1,12,9
COCCn1nnnc1C(c1cc2cccc(C)c2[nH]c1=O)N1CCN(c2ccccc2F)CC1 (centres undefined),4,11,1,13,2,12,2,10,21
CCOC(=O)C1=C(C)NC(=O)NC1c1cn(-c2ccccc2)nc1-c1cccs1 (centres undefined),-3,5,7,2,-7,-27,5,/,-2
COc1cccc(C(=O)Nc2nnc(-c3ccc(F)cc3)o2)c1,-2,0,12,-7,5,-31,1,2,4
Cc1cc(CN(C)C)c(O)c(C2(C)CCCCC2)c1,3,3,8,8,9,13,6,18,11
O=C(NCc1ccco1)c1ccc(CS(=O)(=O)c2cccc(C(F)(F)F)c2)o1,-1,9,-8,4,2,2,0,12,13
O=C(CN1CCCCC1)N1CCN(C(=O)CN2CCCCC2)CC1,3,8,3,3,-2,9,-3,24,3
COc1ccccc1N(C(=O)c1ccco1)C(C(=O)NC1CCCC1)c1cccnc1 (centres undefined),7,6,10,14,9,18,-1,-7,4
Cc1nn(C(=O)c2cccs2)c(N)c1-c1ccccc1,-2,-6,16,-3,6,-3,-3,-9,5
O=C(NCC1COc2ccccc2O1)C1CCCN(S(=O)(=O)c2cnc[nH]2)C1 (centres undefined),-7,7,12,10,-1,2,-1,30,-1
CN(C)C(CNS(=O)(=O)c1ccc(Br)cc1)c1cccnc1 (centres undefined),-1,-9,17,-2,6,0,1,-6,-7
O=C(Cn1ncc2c(=O)oc3ccccc3c21)NCCCN1CCCC1=O,1,4,1,6,2,5,2,-4,-10
CCC(C)NCC(O)COCc1ccc(Cl)cc1 (centres undefined),3,4,1,5,5,10,3,-2,-11
COc1ccc(N2C(C)=CS/C2=C(/C#N)c2nnc(N3CCOCC3)n2-c2ccccc2)cc1,-17,1,13,-23,-39,-126,4,-3,-29
COc1cccc(OCc2nnc(SC)n2C)c1,3,7,10,8,4,10,6,2,3
c1ccc(-c2nnc(SCc3cn4ccsc4n3)o2)cc1,-1,9,-1,5,-4,-12,4,/,-2
COc1ccc(C2C3=C(N=C4SCC(=O)N42)c2ccccc2CC3)cc1OC (centres undefined),3,3,15,-3,7,-8,-3,-4,-10
Cc1ccc(-n2c(SCC(N)=O)nnc2-c2ccccn2)cc1,3,10,10,14,5,15,5,3,-1
COc1ccc(CNC(=O)CN(C(=O)CCC(=O)Nc2ccccn2)c2ccccc2OC)cc1,-11,6,-4,-17,-29,-150,3,/,-17
O=C(CN1CCC(NC(=O)Nc2ccccc2-c2ccccc2)CC1)NCc1ccco1,1,-2,8,6,-1,4,6,-2,-5
Cc1ccc(C(=O)N(CC(=O)NC2CCCC2)Cc2cccs2)s1,-3,0,17,8,5,13,2,17,-1
CCCS(=O)(=O)c1c(S(=O)(=O)CCC)c2cc(CC)ccn2c1C(=O)OC,-3,-3,15,-4,0,-8,2,-11,-4
CC(=O)NC1(C(F)(F)F)C(=O)NC(C)=C1C#N (centres undefined),0,20,9,6,3,-2,3,-8,-6
c1ccc(-c2noc(CN3CCN(c4ccccc4)CC3)n2)cc1,3,9,20,8,4,10,2,/,-1
CC(C)CCNC(=O)CN(CC1CCCO1)C(=O)CCC(=O)Nc1ccccn1 (centres undefined),1,5,3,1,-5,-56,8,20,2
CCOc1cc(C2C(C(=O)c3ccco3)=C(O)C(=O)N2CCc2ccccc2)ccc1O (centres undefined),4,4,8,4,5,7,-2,11,9
O=C1[C@@H]2CSCN2C(=O)CN1CCc1cccc(F)c1,-3,4,10,5,-4,-10,1,14,-7
Cc1occc1-c1nnc(SCC(=O)N2CCOCC2)n1CCc1ccccc1,-4,5,-2,13,3,15,1,16,7
O=C(NCc1nnc(SCC(=O)N2CCCC2)o1)c1ccccc1F,5,1,18,0,4,-5,-5,1,3
CC1(C)Oc2ccc(NC(=O)C3COc4ccccc4O3)cc2O1 (centres undefined),4,10,9,9,5,14,3,3,9
c1coc(CNc2ncnc3c2oc2ccccc23)c1,6,8,7,14,8,9,1,0,0
COc1ccc(C)cc1NC(=O)c1nnn(Cc2cccc(F)c2)c1N,0,-4,-10,-8,2,1,-1,25,13
Cc1cn(S(=O)(=O)c2ccc(Br)c3ccccc23)cn1,5,9,-3,-6,1,-3,6,8,10
O=C(Nc1ccccc1)c1ccc(S(=O)(=O)N2CCCC2)cc1,-2,9,-3,6,4,-8,6,11,24
Nc1ccc(-c2nc3ccc(N)cc3o2)cc1,-23,-84,29,-43,-59,-411,-28,-184,-47
CN(CC(=O)N1CCN(c2ccccn2)CC1)S(=O)(=O)c1ccccc1,5,7,-1,11,7,14,4,-2,5
Cc1cccc(NC2=NC3(CCCCC3)N=C(N)N2)c1C,0,-4,13,1,12,1,-2,14,-1
CCc1ccc(O)c(N=Cc2cccc(C)c2O)c1,-5,10,-15,-8,-3,-7,-2,17,-6
Cc1ccc(C)n1CCN1CCN(C(=O)CSc2nc3ccccc3nc2N2CCOCC2)CC1,2,1,13,9,4,12,6,-7,-9

13 entries from above, with values under each structure.
Sequence of screens: CatB mixtures	Ec RNAP inh	AP complement	CatG inh	FXIa mix inh	C1s inh	CatB inh	CatL inh	CatS inh
> O=C1[C@@H]2CSCN2C(=O)CN1CCc1cccc(F)c1
→ -3	4	10	5	-4	-10	1	14	-7
> Cc1occc1-c1nnc(SCC(=O)N2CCOCC2)n1CCc1ccccc1
→ -4	5	-2	13	3	15	1	16	7
> O=C(NCc1nnc(SCC(=O)N2CCCC2)o1)c1ccccc1F
→ 5	1	18	0	4	-5	-5	1	3
> CC1(C)Oc2ccc(NC(=O)C3COc4ccccc4O3)cc2O1 (centres undefined)
→ 4	10	9	9	5	14	3	3	9
> c1coc(CNc2ncnc3c2oc2ccccc23)c1
→ 6	8	7	14	8	9	1	0	0
> COc1ccc(C)cc1NC(=O)c1nnn(Cc2cccc(F)c2)c1N
→ 0	-4	-10	-8	2	1	-1	25	13
> Cc1cn(S(=O)(=O)c2ccc(Br)c3ccccc23)cn1
→ 5	9	-3	-6	1	-3	6	8	10
> O=C(Nc1ccccc1)c1ccc(S(=O)(=O)N2CCCC2)cc1
→ -2	9	-3	6	4	-8	6	11	24
> Nc1ccc(-c2nc3ccc(N)cc3o2)cc1
→ -23	-84	29	-43	-59	-411	-28	-184	-47
> CN(CC(=O)N1CCN(c2ccccn2)CC1)S(=O)(=O)c1ccccc1
→ 5	7	-1	11	7	14	4	-2	5
> Cc1cccc(NC2=NC3(CCCCC3)N=C(N)N2)c1C
→ 0	-4	13	1	12	1	-2	14	-1
> CCc1ccc(O)c(N=Cc2cccc(C)c2O)c1
→ -5	10	-15	-8	-3	-7	-2	17	-6
> Cc1ccc(C)n1CCN1CCN(C(=O)CSc2nc3ccccc3nc2N2CCOCC2)CC1
→ 2	1	13	9	4	12	6	-7	-9

Next results:
SMILES,CatB mixtures,Ec RNAP inh,AP complement,CatG inh,FXIa mix inh,C1s inh,CatB inh,CatL inh,CatS inh
COc1ccccc1NC(=O)c1oc2ccccc2c1NC(=O)c1ccco1,-3,-6,0,-2,3,-11,-2,-5,6
COc1ccc(C2C3=C(CC(C)(C)CC3=O)Oc3ncn4nc(-c5cccnc5)nc4c32)cc1 (centres undefined),3,10,1,-2,-2,6,3,3,7
CCCn1c(SCC(=O)Nc2c(C)cccc2CC)nnc1C(C)C,-10,2,10,-16,-13,-45,0,-9,-17
Oc1c(Cl)cc(Cl)cc1Sc1cc(Cl)cc(Cl)c1O,-6,5,20,19,2,9,5,23,19
CCOC(=O)C1(C)NC(c2ccc(OC)cc2OC)C2C(=O)N(c3cccc(OC)c3)C(=O)C21 (centres undefined),0,9,-20,-1,2,-10,4,16,15
CCOC(=O)c1c(N)sc(C(=O)N(C)C)c1C,1,3,-16,-5,2,-9,0,5,34
CN(C)S(=O)(=O)N(CC(=O)NCc1ccccc1)c1ccccc1,-2,6,-8,-1,-7,-12,0,/,-2
CC(C)N1CC2=C(OC(N)=C(C#N)C2c2cccnc2)/C(=C/c2cccnc2)C1 (centres undefined),1,2,19,8,8,14,6,5,-8
CCCOC1CCCN(C(=O)c2cc(Cl)c(Cl)cc2C(=O)O)C1 (centres undefined),17,-1,12,21,19,15,6,18,-2
Cc1ccc(CCSCC(=O)O)cn1,-10,3,-1,-25,-35,-119,4,-1,-22
Cc1ccc(O)c(NC(=O)COc2cc(C)ccc2C)c1,4,4,-5,0,-1,4,4,4,12
Cc1c(/C(O)=C2/C(=O)C(=O)N(CCN3CCOCC3)C2c2cccs2)cnn1-c1ccccc1 (centres undefined),4,-6,-2,-6,1,-3,2,4,4

Assay outcomes as filed in PubChem.
